Source: PubChem
Lipid storage S3: qHTS Assay for Lipid Storage Modulators in Drosophila S3 Cells. actives 0.64% (n = 320,000). Potency in µM for hits, for the others lipid storage change, negative = inhibition, % at the top dose, mostly 46.1 µM. Drosophila S3 cells, BODIPY lipid droplet fluorescence, 18-24 h; cells fed with added oleic acid; active = well fitted inhibition curve with a large enough effect in the signal ratio, with a control signal flat, not every such curve was filed as active; inconclusive = small, poorly fitted or top-dose-only effect, or effect the other way, or a change in a side signal; the % refers to the signal ratio
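Drosophila S3 cells loaded with oleic acid (400 uM, as added) and compounds at several concentrations; lipid droplets imaged by 488-nm laser-scanning cytometry, 500–530 nm intensity and object ratio to cell channel. Percent activity normalized to 20 uM Triacsin C.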
Lipid storage S3 cell count max: further read-out of Lipid storage S3, marked with its call; cell number change, %; measured here: cell count max response;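 cells counted by Cell Tracker Red CMTPX staining in the red channel; peak over a dose series mostly up to 46.1 µM; percent activity relative to internal control wells on each plate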
Active calls of the source: *; i = inactive; ? = inconclusive; nt = not tested or not shown. % is scaled to controls: 0 for no effect and ±100 for the full control effect; potency is read from the fitted curve at half-maximal effect. These rows are one share of the data, so the mix of outcomes need not match the whole.

Results follow in this order: Lipid storage S3, Lipid storage S3 cell count max
- COc1cc(CCCN2C(N)=NC[C@@H]2Cc2ccccc2)cc(OC)c1OC
→ 5.0%, nt
- Cc1ccc(Cn2ncn3c(cc4ccccc43)c2=O)cc1
→ ?, nt
- O=C(Nc1ccnn1C1CCN(CCCc2ccccc2)CC1)c1ccccc1
→ i, nt
- CCCn1c(=O)c2c(nc(Br)n2CCC)n(C)c1=O
→ 21.2%, -28.1
- C=CCSc1nnc(-c2cc(Br)ccc2N)c(=O)[nH]1
→ 8.7%, 10.8
- Cc1c(C(=O)c2ccccc2)oc2ccc3ccccc3c12
→ 19.8%, 2.6
- CC(NC(=O)CCSc1nc(-c2ccco2)cc(C(F)(F)F)n1)c1ccccc1 (centres undefined)
→ 13.0%, -4.2
- COc1ccc(C(=O)NCC(=O)OCC(=O)NC(=O)c2ccc(C(C)(C)C)cc2)cc1OC
→ ?, nt
- CCOC(=O)c1csc(NC(=O)C(C)(C)C)n1
→ -3.1%, -3.5
- CCOC(=O)c1csc(NC(=O)c2ccc(S(=O)(=O)N3CCCC3)cc2)n1
→ ?, nt
- O=C(CSc1ncn[nH]1)Nc1ccc(Br)cc1F
→ ?, nt
- CCC(Sc1nc2sc(C(=O)OC)c(C)c2c(=O)n1N)C(=O)NCC1CCCO1 (centres undefined)
→ ?, nt
- O=C(Cc1ccc(F)cc1)Nc1cccc(-c2ccc3nncn3n2)c1
→ ?, nt
- COc1ccc(-c2c(C)nn3c(Cl)c(C)c(C)nc23)cc1
→ 9.1%, 13.2
- CN(CC(=O)Nc1ccc(Cl)c(S(=O)(=O)N(C)C)c1)Cc1ccccc1
→ ?, nt
- CCn1ccnc1[C@@H]1C[C@H]2CN(Cc3cccc(Cl)c3)C(=O)[C@]23CCCN13
→ -3.9%, 0.6
- Cc1ccc(-n2nnc3c(=O)n(Cc4ccccc4C)cnc32)cc1
→ ?, nt
- Cc1cc(NC(=O)Cc2ccc(Br)cc2)no1
→ ?, nt
- CC(=O)c1cccc(NC(=S)Nc2ccn(Cc3cccc4ccccc34)n2)c1
→ ?, nt
- CC(C)C(=O)Nc1ccc(C(=O)N/N=C/C2CC3C=CC2C3)cc1 (centres undefined)
→ 0.5%, -6.8
- CC(NC(=O)Cn1cc(C(=O)C2CC2)c2ccccc21)c1ccccc1 (centres undefined)
→ 7.9%, -0.3
- CCOc1ccc(S(=O)(=O)N/N=C(\C)c2ccc3c(c2)OCO3)cc1
→ ?, nt
- O=C1CC(c2ccco2)CC(O)=C1C=NCCN1CCN(C(=O)Nc2ccc(Cl)cc2)CC1 (centres undefined)
→ ?, nt
- O=C(CCCN1C(=O)c2ccccc2C1=O)Nc1nccs1
→ ?, nt
- Cc1cccc(/C(N)=N/OC(=O)c2ccc(Cl)cc2Cl)c1
→ 28.9%, nt
- CCn1c(/C=C/c2ccccc2C)nc2ccccc2c1=O
→ ?, nt
- O=C(O)CNC(=O)c1nc(-c2ccccc2)n(-c2ccccc2)n1
→ -2.1%, nt
- COc1cccc(NC2=C(NCCO)C(=O)c3ccccc3C2=O)c1
→ ?, nt
- Cc1nn(C(=O)Cn2ccc([N+](=O)[O-])n2)c(C)c1Br
→ ?, nt
- O=C(Cn1c(=O)oc2cc(S(=O)(=O)N3CCCC3)ccc21)Nc1ccc(C(F)(F)F)cc1
→ 1.7%, -12.5
- CS(=O)(=O)c1cccc(C(=O)Nc2ccc(-c3nc4ccccc4[nH]3)cc2)c1
→ i, 86.3
- CC1c2cc3c(cc2CCN1C(=O)c1cccc(Cl)c1)OCCCO3 (centres undefined)
→ ?, nt
- COc1ccccc1/C=N/NC(=O)NC12CC3CC(CC(C3)C1)C2
→ 18.7%, 10.7
- O=C(Oc1ccc(-c2cnc3ccccc3n2)cc1)c1cc([N+](=O)[O-])ccc1Cl
→ ?, nt
- COc1ccc(-c2nc(CN3CCN(c4ccccc4OC)CC3)c(C)o2)cc1
→ ?, nt
- O=c1[nH]cc(-c2ccccc2)c(=O)[nH]1
→ -11.3%, 15.1
- Cc1ccc(Nc2c(-c3ccco3)nc3ccccn23)cc1
→ -9.3%, nt
- Cc1cc(SCC(=O)Nc2cccc(S(=O)(=O)NC3=NCCCCC3)c2)nc2ccccc12
→ 8.1%, 6.8
- O=C(NC(=S)N1CCCC1)c1ccc(Cl)cc1
→ ?, nt
- COC(=O)c1cccnc1NC(=S)NNC(=O)c1ccncc1
→ ?, nt
- CCN(CCO)C(=O)c1ccc2nc(Cc3cccc(Cl)c3)oc2c1
→ ?, nt
- O=C(NCc1ccc(F)cc1)C1CCC(CNS(=O)(=O)c2cccs2)CC1 (centres undefined)
→ ?, nt
- CCN(C(=O)Cc1ccccc1OC)c1nnc(-c2ccncc2)s1
→ -4.3%, -7.4
- CCOC1(C)OCC(=O)[C@]2(CCC3C4CCC5=CC(=O)C=CC5(C)C4C(=O)CC32C)O1 (some centres undefined)
→ 9.1%, 5.0
- CCC(C)N1C(=O)N(c2cccc(Cl)c2)C(C)(O)CC1(C)C (centres undefined)
→ -3.7%, -18.5
- O=C(NC(NC(=O)c1c(F)cccc1F)c1ccc([N+](=O)[O-])cc1)c1c(F)cccc1F
→ ?, nt
- O=C(COC(=O)CNC(=O)c1ccccc1F)NCC(F)(F)F
→ ?, nt
- CCN(CC)S(=O)(=O)c1ccc(NC(=O)c2ccc(CN3CCOCC3)cc2)cc1
→ ?, nt
- O=C(Cn1cc2c(n1)CCCC2)N1CCCC1
→ ?, nt
- Cc1ccc(OCC(=O)Nc2ccc3c(c2)OCO3)cc1C
→ 25.0%, 9.8
- O=C(Nc1sc2c(c1C(=O)O)CCCC2)c1ccc(F)cc1
→ ?, nt
- O=C(O)c1cc(N/N=C/c2ccc(N3CCOCC3)cc2)ccc1Cl
→ ?, nt
- O=C(O)c1ccc(N=NN2CCCC2)cc1
→ 1.8%, 2.5
- CC(NC(=O)c1ccc(Cl)s1)C1CCCO1 (centres undefined)
→ ?, nt
- CCOc1ccc(-c2[nH]ncc2Oc2cccc(OC)c2)c(O)c1
→ ?, nt
- COC(=O)c1ccc(S(=O)(=O)N2CCCC2)o1
→ ?, nt
- COc1cccc(/C=C2\SC(=S)N(CCC(=O)N3CCCCC3)C2=O)c1
→ ?, nt
- COc1ccc(C(=O)CC(=O)C(=O)Nc2cc(OC)c(OC)c(OC)c2)cc1
→ 4.0%, 5.2
- CC1(C)C(=O)Nc2ccccc2N1C(=O)COC(=O)c1cc(S(C)(=O)=O)ccc1Cl
→ ?, nt
- CCOC(=O)C1(CC2CC2)CCN(C(=O)c2ocnc2C)CC1
→ -7.2%, -6.9

Single records (already shown).
`CCOC1(C)OCC(=O)[C@]2(CCC3C4CCC5=CC(=O)C=CC5(C)C4C(=O)CC32C)O1` (some centres undefined) is listed as Lipid storage S3 = 9.1%; Lipid storage S3 cell count max = 5.0
`CCN(CC)S(=O)(=O)c1ccc(NC(=O)c2ccc(CN3CCOCC3)cc2)cc1` is listed as Lipid storage S3 = ?; Lipid storage S3 cell count max = nt

Continuation:
Results follow in this order: Lipid storage S3, Lipid storage S3 cell count max
- Cc1ccc(S(=O)(=O)N(CCC(=O)NCc2ccc(S(N)(=O)=O)cc2)c2ccccc2)cc1
→ ?, nt
- COc1ccc2nc(SC(C)C(=O)NC3CCCCC3)[nH]c2c1 (centres undefined)
→ ?, nt
- COc1ccc(CNC(=O)C2CCN(S(C)(=O)=O)CC2)c(OC)c1
→ ?, nt
- Cc1c(Cl)cccc1NC(=S)/C(=C(\[O-])c1ccc(Cl)s1)[n+]1ccccc1
→ ?, nt
- O=C(NC(=S)N1CCCCCC1)c1cccc([N+](=O)[O-])c1
→ ?, nt
- Cc1nc(SCC(=O)Nc2ccc3c(c2)OCO3)c(C#N)c2c1CCCC2
→ ?, nt
- O=C1C=C(c2ccc3c(c2)oc2ccccc23)C[C@@H](c2ccc3c(c2)OCO3)C1
→ -9.2%, -24.7
- O=C(COc1ncnc2c(Cl)cc(Cl)cc12)NCCC1=CCCCC1
→ ?, nt
- O=C(CSc1nnc(-c2ccccc2)c(-c2ccccc2)n1)Nc1ccc(Br)cn1
→ ?, nt
- c1ccc2c(c1)CCc1c(-c3ccncc3)n[nH]c1-2
→ 18.4µM*, 7.5*
- CCS(=O)c1ccccc1C(=O)OC(C)C(=O)Nc1ccc(S(=O)(=O)N2CCCC2)cc1 (centres undefined)
→ i, -28.8
- OCCN(CC#CCC(O)(c1ccccc1)C1CCCC1)CCO (centres undefined)
→ ?, nt
- CC(=O)NCC12CC3CC(C1)CC(C(=O)O)(C3)C2
→ 9.5%, 4.7
- Cn1c(=O)c2c(nc(NCc3ccco3)n2C/C=C/c2ccccc2)n(C)c1=O
→ ?, nt
- COc1ccc(C2C(C(=O)Nc3cc(OC)c(OC)c(OC)c3)c3ccccc3C(=O)N2C)cc1 (centres undefined)
→ ?, nt
- O=C(N/N=C\C=C\c1ccco1)C1COc2ccccc2O1 (centres undefined)
→ i, -8.4
- CC(C)C[C@H](N)c1cn([C@@H](Cc2cc3ccccc3[nH]2)C(=O)N2CCNCC2)nn1
→ -2.2%, 9.3
- CN(CC(=O)Nc1cccc(F)c1)C(=O)c1ccncc1
→ ?, nt
- CCN(CC)C(=O)CSc1ccc(C(F)(F)F)cc1[N+](=O)[O-]
→ ?, nt
- Cc1ccc(NC(=O)CSc2nc3c([nH]c4ccccc43)c(=O)n2C)cc1
→ ?, nt
- CC(C)C(=O)Nc1c2c(nc3c1CCC3)CCCC2
→ ?, nt
- Cc1ccccc1-c1ccc(=O)n(CC(=O)Nc2ccc(C(=O)N3CCCC3)cc2)n1
→ ?, nt
- Cc1cc(OCC(=O)O/N=C(\N)Cc2cccs2)ccc1Br
→ ?, nt
- O=C(Nc1ccccc1)C(=O)c1cn(CC(=O)N2CCCCC2)c2ccccc12
→ -12.1%, -12.6
- COc1ccccc1CNc1ccc(C(=O)O)cc1
→ ?, nt
- CCn1c(SCC(=O)N2CCC(C)CC2)nc2c(c1=O)SC(C)C2 (centres undefined)
→ -13.7%, -4.3
- COC(=O)c1cccc(NC(=O)C23CC4CC(C2)CC(n2cncn2)(C4)C3)c1
→ 4.1%, -0.4
- Cc1ccc(N/C(N)=N/c2nc(C)cc(N3CCCCC3)n2)c(C)c1
→ ?, nt
- O=C(COC(=O)Cn1cnc2ccccc2c1=O)Nc1ccc(Cl)cc1
→ -4.2%, -5.0
- COc1ccc(N(CC(=O)N/N=C/c2ccc(-c3ccc([N+](=O)[O-])cc3)o2)S(=O)(=O)c2ccc(C)cc2)cc1Cl
→ ?, nt
- COc1ccccc1-c1nc2s/c(=C\c3cccs3)c(=O)n2n1
→ ?, nt
- C/C(=N/OCO/N=C(/C)c1ccc(F)cc1)c1ccc(F)cc1
→ -1.0%, 1.7
- Cc1ccccc1NCCC(=O)Nc1ccc(F)cc1
→ i, 2.1
- C=C1CCC(N(O)c2cc(C)on2)C(=C)CCC2C1CC2(C)C (centres undefined)
→ ?, nt
- Cc1ccccc1OCc1nc2c3cnn(C)c3ncn2n1
→ i, 0.7
- Cc1ccc(CC(=O)Nc2cccc(C#N)c2)cc1
→ 24.9%, 9.9
- COc1cccc(NC(=O)CSc2nnc(NC(=O)C3CCC3)s2)c1
→ i, 4.8
- CCOC(=O)CNC(=O)CN1C(=O)CCSc2ccccc21
→ ?, nt
- CCN(CC)S(=O)(=O)c1ccc(NN=c2c(=O)c3ccccc3c2=O)cc1
→ ?, nt
- CSc1nc(Oc2ccc(=O)n(C)n2)nc(N(C)C)n1
→ 3.9%, -1.1
- O=C(O)C(Cc1ccccc1)N=Cc1c(O)c2ccccc2oc1=O (centres undefined)
→ -0.1%, 10.2
- COc1ccccc1N1CCN(C(=O)c2cc(-c3ccccc3O)on2)CC1
→ ?, nt
- Cc1c(C(=O)N2CCC(n3nccc3NC(=O)C3CC3)CC2)[nH]c2ccc(Cl)cc12
→ ?, nt
- Cc1ccc(C(=O)Nc2cc(Cl)ccc2Oc2ccccc2)cc1[N+](=O)[O-]
→ 3.3%, 6.9
- COc1ccc(C(=O)NC2CCN(S(=O)(=O)c3ccc(C)cc3)CC2)cc1
→ ?, nt
- COCCN1C(=O)N[C@@H](c2ccc(Br)cc2)C(C(C)=O)=C1C
→ -9.6%, -3.7
- COCCN1C(=O)N(C)[C@@H](c2ccccc2)C(C(C)=O)=C1C
→ 0.2%, 11.6
- CCCCn1nnnc1SCC(=O)NCc1ccccc1
→ ?, nt
- COc1ccccc1CNS(=O)(=O)c1cc(CN2C(=O)c3cccnc3C2=O)ccc1OC
→ ?, nt
- Cc1ccc(C(=O)N2C(=O)c3cccc(N)c3C2=O)o1
→ 3.8%, 12.4
- CC(C)n1c(SCC(=O)Nc2ccccc2N2CCOCC2)nc2c1c(=O)n(C)c(=O)n2C
→ ?, nt
- Cc1ccc(C(=O)NC(=S)N2CCN(C(=O)OC(C)(C)C)CC2)cc1Br
→ ?, nt
- CN(C)c1ccc(C(CC(=O)O)NC(=O)c2ccc(Cl)cc2)cc1 (centres undefined)
→ ?, nt
- CC(C)N(C(=O)CSc1nnc(CSc2ncccn2)n1C)C(C)C
→ ?, nt
- Cc1c(Cl)c([N+](=O)[O-])nn1CCCC(=O)Nc1sc2c(c1C#N)CCC2
→ ?, nt
- O=C(NCc1ccco1)C(=S)N1CCCCC1
→ ?, nt
- O=C(O)CCCNc1ccc(S(=O)(=O)Nc2ccccc2C(=O)O)cc1C(=O)O
→ -3.3%, 0.3
- Cc1noc(C)c1C(=O)Nc1nc(-c2ccc(F)cc2)cs1
→ ?, nt
- O=C(CCNC(=O)c1ccccc1Cl)Nc1nc(-c2ccc(F)cc2)cs1
→ -14.7%, -21.6
- CCCNC(=O)C1CCN(S(=O)(=O)c2ccc3nc4c(c(C(=O)O)c3c2)CCCCC4)CC1
→ 18.1%, 4.4
- Cc1ccc(N2CCN(C(=O)c3cc(COc4c(C)cccc4C)on3)CC2)c(C)c1
→ ?, nt
